OX1R antag-1: OX1R (HCRTR1) antagonists, primary screen, fluorescence, CHO/OX1R cells, Fluo-8 calcium, orexin A; actives 0.43% (n = 330,000); Orexin/Hypocretin receptor type 1 (Homo sapiens), O43613; AID 434989, 2010; Fluo-8 calcium fluorescence; inhibition, % at 5 µM;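 active = inhibition above its plate's threshold, mean inhibition of all tested compounds on the plate plus 3 SD, cut at about 37% in these data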;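 also: 0% = orexin A challenge wells and 100% = SB-334867-A antagonist wells; not every result past the cut was called active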
Target sequence (O43613 whole entry, looked up): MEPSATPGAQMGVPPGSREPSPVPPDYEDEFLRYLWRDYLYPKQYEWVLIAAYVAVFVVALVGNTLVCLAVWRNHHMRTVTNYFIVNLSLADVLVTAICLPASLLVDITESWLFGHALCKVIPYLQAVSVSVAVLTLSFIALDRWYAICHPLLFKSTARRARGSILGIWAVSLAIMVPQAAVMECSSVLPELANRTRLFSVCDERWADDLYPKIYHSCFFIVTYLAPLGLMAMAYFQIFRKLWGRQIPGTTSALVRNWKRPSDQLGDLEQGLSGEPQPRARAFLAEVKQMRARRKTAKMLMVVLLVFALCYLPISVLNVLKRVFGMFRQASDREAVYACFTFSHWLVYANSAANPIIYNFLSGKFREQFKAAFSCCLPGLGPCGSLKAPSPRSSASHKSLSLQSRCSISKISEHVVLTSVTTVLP
CHT allo act: CHT positive allosteric modulators, primary screen, cell-based, membrane potential dye, choline EC20 | B-score at 10 µM | actives 0.49% (n = 310,000) | CHT-expressing cells; active compounds read high; LV-AA mutant CHT in HEK293 cells;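 active = initial fluorescence not abnormally high and integrated response B-score, plate-corrected, over 3 SD above library mean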
Target sequence (Q9GZV3 whole entry, looked up): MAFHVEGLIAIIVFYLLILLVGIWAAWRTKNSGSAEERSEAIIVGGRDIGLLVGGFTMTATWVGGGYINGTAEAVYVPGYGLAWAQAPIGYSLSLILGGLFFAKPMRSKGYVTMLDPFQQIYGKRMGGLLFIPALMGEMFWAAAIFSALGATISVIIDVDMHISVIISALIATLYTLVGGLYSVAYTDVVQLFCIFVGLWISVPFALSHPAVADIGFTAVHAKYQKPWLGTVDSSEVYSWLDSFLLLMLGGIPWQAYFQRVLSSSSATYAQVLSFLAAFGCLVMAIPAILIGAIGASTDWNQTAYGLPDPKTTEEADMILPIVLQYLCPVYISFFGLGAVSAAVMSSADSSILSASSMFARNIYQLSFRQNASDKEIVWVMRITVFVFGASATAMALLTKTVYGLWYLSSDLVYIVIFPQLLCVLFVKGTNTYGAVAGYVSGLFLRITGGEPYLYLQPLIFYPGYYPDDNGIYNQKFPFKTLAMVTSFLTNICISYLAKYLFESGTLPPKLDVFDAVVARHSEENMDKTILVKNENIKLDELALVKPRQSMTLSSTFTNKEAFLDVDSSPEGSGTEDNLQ
OX1R antag-2: antagonists of human orexin 1 receptor (OX1R); AID 485270, 2010; OX1R-expressing cells, FRET antagonist read-out; inhibition, % at 6.6 µM; Orexin/Hypocretin receptor type 1 (Homo sapiens), O43613; actives 1.8% (n = 330,000); in the data active = inhibition mostly above about 38%, no sharp cut-off; inactive = mostly below about 40%;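 also: 0% = agonist challenge alone and 100% = reference antagonist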
* hit, by the source's call; i = inactive; nt = no result given. Rows were taken by chance. Share with any hit: about 2.5%.

SMILES | OX1R antag-1 | CHT allo act | OX1R antag-2
Cc1ccccc1OCC(=O)NC(=S)Nc1ccc(N2CCOCC2)c(Cl)c1 | -12 | i | 20
O=C(COC(=O)CCSc1ccccc1Cl)Nc1ccc(F)cc1F | -4 | i | 17
COc1ccc(-n2nc(C(=O)NCC(=O)NCCc3ccc(OC)c(OC)c3)c3ccccc3c2=O)cc1Cl | -22 | i | 34
CC(C)(C)OC(=O)NCCCCCc1nnc(SCc2c(F)cccc2Cl)o1 | -5 | i | 19
Cc1ccc2cc(C#N)c(SCC(=O)NCC3CCCO3)nc2c1 (centres undefined) | -17 | i | 23
Cc1cnc(C(=O)OCC(=O)Nc2cc(Cl)cc(Cl)c2)cn1 | 1 | i | 4
Nc1[nH]ncc1-c1ccccc1 | -20 | i | 5
CC(C)(C)n1ncc2c(=O)n(CC(=O)NCCc3ccccc3)cnc21 | -13 | i | 9
COc1ccc(C#Cc2c(-c3ccc(OC)cc3)oc3ccc(-c4ccc(OC)cc4)cc23)cc1 | -2 | i | 22
COCCNC(=O)c1ccc2c(=O)n(CCCN3CCCC3=O)c(=S)[nH]c2c1 | -2 | i | 5
C/C(=N/NC(=O)c1nnn(-c2nonc2N)c1COc1ccccc1)c1ccccc1 | 0 | i | 9
Cc1ccc(C)c(NC(=S)N2CCCCCC2)c1 | -4 | i | 19
COc1ccc(N2CCN(c3ncnc4sc(C(=O)NCC5CCCO5)c(C)c34)CC2)cc1 (centres undefined) | -24 | i | 24
O=C(Oc1ccccc1Cl)c1ccccc1P(=O)(O)O | -7 | i | 11
COC(C/C=C/[C@@H](O)[C@@H](C)OCc1ccccc1)OC | -6 | i | 28
Cc1ccc(NC(=O)CCC(=O)N/N=C/c2ccccc2O)cc1 | -26 | i | 3
Cc1csc(NC(=O)c2cc(=O)[nH]c3ccc(S(=O)(=O)N4CCOCC4)cc23)n1 | -3 | i | 35
O=C1/C(=C/c2cccnc2)SC(=S)N1c1ccc(O)cc1 | 7 | i | 31
Cc1ccc(NC(=O)CN(Cc2ccco2)Cc2ccccc2O)cc1C | -22 | i | 31
COc1ccc(C2Nc3ccccc3NC3=C2C(=O)CC(C)(C)C3)cc1 (centres undefined) | -4 | i | 0
COc1ccccc1CC(=O)NCCc1c[nH]c2ccccc12 | -19 | i | 13
C=CCNC(=O)c1onc(CSc2cccc(OC)c2)c1C(=O)NCC=C | -15 | i | -1
CCOc1ccc(OCCC(=O)N(CC)CC(=O)NCc2cccs2)cc1 | -12 | nt | 7
COC(=O)c1ccccc1N(C)S(C)(=O)=O | -7 | i | 0
COc1ccc(/C=C2\SC(=O)N(CCC(=O)Nc3ccc(S(=O)(=O)Nc4nccs4)cc3)C2=O)cc1 | 10 | i | 18
Cc1ccc(NC(=O)CC2S/C(=N/c3nccs3)N(C)C2=O)c(C)c1 (centres undefined) | -33 | i | 7
O=C(Nc1ccncc1)c1ccccc1-c1ccccc1 | 11 | i | 27
O=P(OC1CCCCC1)(OC1CCCCC1)C(O)c1ccc(Cl)cc1Cl (centres undefined) | -25 | i | 10
Cc1cc(NC(=O)CSc2n[nH]c(CC(C)C)n2)no1 | -19 | i | 6
O=C1c2ccccc2C(O)N1Cc1ccco1 (centres undefined) | 1 | i | -5
CC(=O)c1sc2nc(-c3cccs3)cc(C(F)(F)F)c2c1N | 42* | i | 25
COc1ccc(N2C(=O)CSC23CCCCC3)cc1 | -9 | i | 8
Cc1ccc(CSc2ccc3nnc(-c4cccnc4)n3n2)cc1 | -12 | i | 6
O=C(O)c1ccc(S(=O)(=O)c2ccc3c(c2)C(=O)N(Cc2ccco2)C3=O)cc1 | -5 | i | 28
Cc1ccc(C(C2=C(O)CC(C)(C)CC2=O)C2C(=O)CC(C)(C)CC2=O)o1 (centres undefined) | -32 | i | 11
O=C(CSc1nnnn1-c1ccc(Cl)cc1)N1CCc2ccccc2C1 | -18 | i | 5
COc1ccccc1C(=O)NC(CCSC)C(=O)OC(C)C(N)=O (centres undefined) | -20 | i | 15
O=C(CSc1nccc(=O)[nH]1)Nc1ccc(F)c(Cl)c1 | -6 | i | 2
CCc1cccc(C)c1NC(=O)CSc1nnc(-c2ccco2)n1N | -13 | i | 8
CCN1CCN(S(=O)(=O)c2cc(OCC(=O)NC3CCCCC3)c(C)cc2Cl)CC1 | -19 | i | 6
Cc1cccc(NC(=O)C2CCN(S(=O)(=O)c3c(C)nn(C)c3C)CC2)n1 | 5 | i | 9
COCCOC(=O)c1c(NC(=O)COC(=O)Cc2cccc(OC)c2)sc(C(N)=O)c1C | -29 | i | 9
CSc1cccc(NC(=O)CCCOc2ccc(Cl)cc2C)c1 | 4 | i | 9
CC(C)CNC(=O)c1ccccc1NC(=O)c1ccccc1N(C)S(C)(=O)=O | -3 | i | 14
COc1ccc(/C=C/c2c(-c3ccc(OC)cc3)oc3ccc(-c4ccc(OC)cc4)cc23)cc1 | -14 | i | 22
COc1ccc(CCNC(=O)CC2SC(=NCc3ccccc3OC)NC2=O)cc1 (centres undefined) | -24 | i | -7
COc1ccccc1NC(=O)CCSc1nc(C)cc(C)n1 | -18 | i | 14
COc1ccc(/C=C(\NC(=O)c2ccc(C)cc2)C(=O)NCCCn2ccnc2)cc1OC | 9 | i | 11
Cc1cc(=O)oc2c(C)c(OCC(=O)c3ccccc3)ccc12 | -27 | i | 0
COc1ccc(NC(=O)CN(c2cc(C)cc(C)c2)S(=O)(=O)c2c(C)noc2C)cc1 | -19 | i | 30

Reprinted from the part before: 5 entries, then new ones.
SMILES | OX1R antag-1 | CHT allo act | OX1R antag-2
COc1ccc(CCNC(=O)CC2SC(=NCc3ccccc3OC)NC2=O)cc1 (centres undefined) | -24 | i | -7
COc1ccccc1NC(=O)CCSc1nc(C)cc(C)n1 | -18 | i | 14
COc1ccc(/C=C(\NC(=O)c2ccc(C)cc2)C(=O)NCCCn2ccnc2)cc1OC | 9 | i | 11
Cc1cc(=O)oc2c(C)c(OCC(=O)c3ccccc3)ccc12 | -27 | i | 0
COc1ccc(NC(=O)CN(c2cc(C)cc(C)c2)S(=O)(=O)c2c(C)noc2C)cc1 | -19 | i | 30
COc1ccc(C2CC(c3ccccc3)=NN2C(=O)CSc2nnnn2-c2cccc(C)c2)cc1 (centres undefined) | -10 | i | 7
COc1cccc(C(C(=O)NC2CCCCC2)N(CCN2CCOCC2)C(=O)C2COc3ccccc3O2)c1 (centres undefined) | -49 | i | 9
COc1ccccc1CCNC(=O)c1cccc(S(=O)(=O)N2CCc3ccccc3C2)c1 | -112 | nt | 15
CCOC(=O)c1c(C2CC2)csc1NC(C)=O | -25 | i | 15
CC(C)(C)OC(=O)N[C@H](Cc1ccccc1)C(=O)N1CCC[C@@H]1C(=O)O | -21 | i | 9
CN(C)CCNS(=O)(=O)c1ccc2c3c(cccc13)C(=O)N2 | -17 | 6.5* | 12
O=C(NC(=S)Nc1cc(S(=O)(=O)N2CCOCC2)ccc1N1CCOCC1)C1CCCC1 | -17 | i | 17
CSc1nc(C)c(Cc2ccccc2)c(=O)[nH]1 | -10 | i | 12
O=C(CCc1ccccc1)Nc1ccc(S(=O)(=O)NC2=NCCCCC2)cc1 | -10 | nt | 17
O=C(CSc1nc2ccccc2s1)NC1CCCc2ccccc21 (centres undefined) | -36 | i | 56

Filtered by structure: the entries above containing a furan ring, fused or not
SMILES | OX1R antag-1 | CHT allo act | OX1R antag-2
COc1ccc(C#Cc2c(-c3ccc(OC)cc3)oc3ccc(-c4ccc(OC)cc4)cc23)cc1 | -2 | i | 22
Cc1ccc(NC(=O)CN(Cc2ccco2)Cc2ccccc2O)cc1C | -22 | i | 31
O=C1c2ccccc2C(O)N1Cc1ccco1 (centres undefined) | 1 | i | -5
O=C(O)c1ccc(S(=O)(=O)c2ccc3c(c2)C(=O)N(Cc2ccco2)C3=O)cc1 | -5 | i | 28
Cc1ccc(C(C2=C(O)CC(C)(C)CC2=O)C2C(=O)CC(C)(C)CC2=O)o1 (centres undefined) | -32 | i | 11
CCc1cccc(C)c1NC(=O)CSc1nnc(-c2ccco2)n1N | -13 | i | 8
COc1ccc(/C=C/c2c(-c3ccc(OC)cc3)oc3ccc(-c4ccc(OC)cc4)cc23)cc1 | -14 | i | 22

The list continues.
SMILES | OX1R antag-1 | CHT allo act | OX1R antag-2
CCOc1ccc(NC(=O)Nc2cnccn2)cc1 | -10 | i | 9
Cc1noc(C)c1C(=O)N1CCC(CO)(Cc2ccccc2)CC1 | -11 | i | 46
O=C(O)c1ccc(/C=C2\COc3ccccc3C2=O)cc1 | -12 | i | 10
CC(C)Cn1c(NCCO)nc2ccccc21 | -19 | i | 12
CN(C)c1ccc2c3c(ccc(N(C)C)c13)COC2 | -13 | 15* | 20
COC(=O)c1ccccc1NC(=O)CSc1nnnn1CC(=O)O | 1 | i | 5
CC(=O)NNc1cc(C)nc(N)n1 | 1 | i | 5
CC(C)CCNC(=O)NC(=O)COC(=O)CCN=C1NS(=O)(=O)c2ccccc21 | -9 | i | 22
Cc1cc(S(=O)(=O)N2CCCC(C)C2)ccc1-n1cnnn1 (centres undefined) | 2 | i | 6
CCc1ccc(NC(=O)CSc2nc(O)cc(=O)n2C2CCCC2)cc1 | 0 | i | 17
COc1ccc2c(c1)C=Cc1ccccc1O2 | -23 | i | 16
COc1cccc(OCC(=O)N2CCCc3ccccc32)c1 | -10 | i | 23
c1ccn2cc(-c3ccc4c(c3)OCO4)cc2c1 | -8 | i | 4
COc1cccc(N(CC(=O)NCC2CCCO2)C(=O)CNS(=O)(=O)c2ccccc2)c1 (centres undefined) | -14 | i | 13
COc1cc2c(cc1OC)C(C)N(Cc1ccc3c(c1)OCO3)CC2 (centres undefined) | -3 | i | 3
N#CCSc1ccsc1C(=O)Nc1ccc(F)cc1 | -8 | i | 10
CCN(CC(=O)Nc1c(F)cccc1F)C(=O)c1cccc(S(=O)(=O)N(C)c2ccccc2)c1 | -2 | i | 29
CC(C)n1c(=S)[nH]c2cc(Cl)ccc21 | -38 | i | 7
Cc1ccc(NC(=O)Cc2ccccc2)c(C)c1 | -11 | i | 14
N/C(=N\OC(=O)CCn1cccc(C(F)(F)F)c1=O)c1ccc(OC(F)(F)F)cc1 | -9 | i | 10
O=C1C2=C(c3ccccc31)[N+](=O)C1CCCCC1N2[O-] (centres undefined) | -11 | i | 112*
O=C(O)CC(SCC(=O)Nc1ccc(Br)cc1)C(=O)O (centres undefined) | -6 | i | 15
COc1ccc(NC(=O)Cn2nnc(C(=O)NCCc3ccc(OC)c(OC)c3)c2N)cc1 | -44 | i | 24
O=C(CCCn1cnc([N+](=O)[O-])n1)Nc1ccc(F)c(Cl)c1 | -18 | i | 34
Cc1cc(/C=C2/C(=O)NN(c3ccccc3)C2=O)c(C)n1-c1ccc(O)cc1 | -13 | i | 7
CC1(C)C2CCC1(C)C(OC(=O)CCn1ccnc1)C2 (centres undefined) | -5 | i | 14
CCCN(CCO)Cc1ccc(F)c(Br)c1 | -9 | i | 7
O=C(CSc1cccc[n+]1[O-])NC1CCCCC1 | -9 | nt | 0
CCOC(=O)c1c(C)c(C(=O)N2CCCCCC2)c(C)n1CC | -17 | i | 19
COc1ccc(/C=N/NC(=O)c2cc(-c3ccc(C)cc3C)nc3ccccc23)cc1COC(C)=O | -30 | i | -7
CNc1ccn(C2CCCO2)c(=O)n1 (centres undefined) | -3 | i | -10
C=CCC[C@@H](Cc1ccc(F)cc1)C(=O)OCCNC(=O)[C@@H](CC=C)CC(=O)N[C@H](CO)Cc1ccccc1 | 27 | nt | 5
Cc1sc2ncn(CC(=O)NCCCC(=O)N3CCC(C(N)=O)CC3)c(=O)c2c1C | -11 | i | 5
COc1ccc(S(=O)(=O)N2CCCCC2)cc1NC(=O)CSc1ncccn1 | -14 | nt | 3
COc1ccc(CNC(=O)/C=C/c2ccccc2[N+](=O)[O-])cc1 | -2 | i | 17
COc1ccc(S(=O)(=O)N2CCN(C(=O)CCSc3ccccc3)CC2)cc1 | 10 | nt | 7
CNc1ccccc1C(=O)OCC(C)=O | -26 | i | 11
O=C(COC(=O)Cn1cnc2ccccc21)Nc1cccc([N+](=O)[O-])c1 | -10 | i | 25
O=S(=O)(c1ccccc1)c1cc(O)ccc1O | -9 | i | 12
O=C(CCS(=O)(=O)c1ccc(Cl)cc1)Nc1ccccc1Br | -22 | i | 4
CCC(C)C(=O)Nc1ccc(S(=O)(=O)Nc2nccs2)cc1 (centres undefined) | -7 | i | 3
Cn1nnnc1SC(C(=O)Nc1cccc(C(F)(F)F)c1)c1ccccc1 (centres undefined) | 1 | i | 16
Cc1ccc(N(Cc2cc(=O)[nH]c3ccccc23)C(=O)C(C)C)c(C)c1 | -24 | i | 12
CC(C)(C)OC(=O)NCCCC[C@H](NC(=O)c1nc[nH]c1C(=O)NCc1ccc(CNC(=O)OC(C)(C)C)cc1)C(=O)OC(C)(C)C | -24 | i | 17
CC(OC(=O)CN1C(=O)NC2(CCCC2)C1=O)c1ccc(F)cc1 (centres undefined) | 4 | nt | 10
Cc1nn(-c2ccccc2)c2c1C(c1ccc(O)c(O)c1)N1C(=N2)C(Nc2ccccc2)=Nc2ccccc21 (centres undefined) | 5 | i | 46
CCOc1ccc(C(=O)/C=C/Nc2ccc(S(=O)(=O)Nc3cc(C)nc(C)n3)cc2)cc1 | -24 | i | 11
CC(C)(C)C1=CC(=O)C(N2CCOCC2)=CC1=O | 1 | i | 49
Cc1ccc(S(=O)(=O)N(C)C)cc1NC(=O)COC(=O)c1n[nH]c(=O)c2ccccc12 | -13 | i | 9
c1ccc(-c2cn(-c3ccccc3)c3[n+]2CCCS3)cc1 | 5 | i | 3

Screening results as filed in PubChem.
